Lamin A splicing – qHTS Assay for Modulators of Lamin A Splicing. HeLa LMNA splicing GFP/RFP minigene ratio, 48 h. Potency, µM (highest dose often 46.1 µM), for the others: at the highest dose ratio change, negative = inhibition, most hits filed as inhibitors. actives 0.01% (n = 200,000); active = well fitted inhibition curve with a large enough effect in the signal ratio, with a control signal flat, not every such curve was filed as active; inconclusive = small, poorly fitted or top-dose-only effect, or effect the other way, or a change in a side signal; the % refers to the signal ratio; note: potency is the fitted concentration of half-maximal effect; % is set by controls: 0 for no effect and ±100 for the full control effect
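S3 HeLa stable clones carrying a lamin A-EGFP splicing minigene plus DsRed2 were seeded at 600 cells/well in Opti-MEM with 2% FBS, pin-dosed and incubated 48 h at 37°C. Acumen cytometry (488 nm) gave the GFP/RFP total-intensity ratio.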
HTT ATP protect – qHTS Multiplex Assay to Identify Dual Action Probes in a Cell Model of Huntington: Cytoprotection (ATP); Potency, µM (titrated, usually from 56.4 µM), without a hit: cytoprotection (ATP increase), most hits filed as activators; PC12 HTT-Q103 induced, cytoprotection, ATP luminescence, 40 h; actives 0.14% (n = 230,000);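 note: potency is the fitted concentration of half-maximal effect; % of control where 0% means no effect; nearly all actives have a fitted effect of over 45% in size; toxic huntingtin expression switched on by the ecdysone agonist tebufenozide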
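Readout: ATPlite luminescence (ATP level). Model: stable PC12, inducible Htt exon1 Q103-GFP. Inducer: tebufenozide, 100 nM final. Compounds: dose series. No G418 in medium.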
aGlu spleen mod – qHTS Assay for Inhibitors and Activators of Human alpha-Glucosidase From Spleen Homogenate; human spleen homogenate, 4-MU-alpha-glucoside fluorescence; Potency, µM (series often up to 79.9 µM), without a hit: at the highest dose activity change, negative = inhibition, usual class: inhibitors; actives 0.006% (n = 240,000); Lysosomal alpha-glucosidase (Homo sapiens), P10253; AID 2112, 2009;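 note: potency is the fitted concentration of half-maximal effect; 0% = enzyme with vehicle and -100% = no enzyme basal signal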
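Enzyme source: human spleen homogenate, 1 ug/well. Buffer 50 mM citric acid/K phosphate pH 5.0, 0.01% Tween-20. 4-MU-alpha-glucoside 1 mM; 37 C x 40 min; NaOH/glycine stop; fluorescence.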
GAA glycogen – qHTS Assay for Inhibitors and Activators of Human alpha-Glucosidase Cleavage of Glycogen. Lysosomal alpha-glucosidase (Homo sapiens), P10253. recombinant GAA, glycogen substrate, Amplex Red glucose oxidase fluorescence. Potency, µM (doses to about 76.4 µM), for inactives: at the top dose activity change, negative = inhibition, hits mostly inhibitors. actives 0.38% (n = 300,000). AID 2100, 2009;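 note: potency is the fitted concentration of half-maximal effect; 0% = full enzyme reaction and -100% = no-enzyme basal signal; the screen sought inhibitors and activators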
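Recombinant human alpha-glucosidase (4 nM final) hydrolysed bovine liver glycogen (30 ug) for 40 min at 37 C in pH 5.0 citrate/phosphate with 0.01% Tween-20. Released glucose detected by glucose oxidase/Amplex Red, Ex 573/Em 610 nm. Compounds up to 77 uM; AC50 from Hill fits.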
CBFb RUNX1 block – qHTS Assay for Compounds Blocking the Interaction Between CBF-beta and RUNX1 for the Treatment of Acute Myeloid Leukemia; AlphaScreen CBFb-His/RUNX1-biotin binding, biochemical; Potency, µM (doses to about 59.8 µM), inactives show top-dose activity, negative = inhibition, hits mostly inhibitors; 230,000 tested, under 10 active; AID 1477, 2009; note: % of control where 0% means no effect
Target sequence (Q01196 whole entry, looked up): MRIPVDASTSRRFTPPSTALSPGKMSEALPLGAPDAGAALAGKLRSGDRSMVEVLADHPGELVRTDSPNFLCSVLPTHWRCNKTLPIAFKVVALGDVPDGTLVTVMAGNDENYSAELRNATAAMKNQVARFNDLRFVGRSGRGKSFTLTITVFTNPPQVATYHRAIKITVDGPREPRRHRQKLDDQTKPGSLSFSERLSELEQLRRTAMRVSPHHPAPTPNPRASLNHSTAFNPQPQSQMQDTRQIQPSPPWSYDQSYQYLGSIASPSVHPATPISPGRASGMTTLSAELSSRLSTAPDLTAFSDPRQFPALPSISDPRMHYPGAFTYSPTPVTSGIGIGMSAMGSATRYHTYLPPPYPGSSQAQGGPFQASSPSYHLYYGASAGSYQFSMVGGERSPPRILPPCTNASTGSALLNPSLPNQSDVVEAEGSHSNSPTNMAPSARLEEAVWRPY
Target sequence (Q13951 whole entry, looked up): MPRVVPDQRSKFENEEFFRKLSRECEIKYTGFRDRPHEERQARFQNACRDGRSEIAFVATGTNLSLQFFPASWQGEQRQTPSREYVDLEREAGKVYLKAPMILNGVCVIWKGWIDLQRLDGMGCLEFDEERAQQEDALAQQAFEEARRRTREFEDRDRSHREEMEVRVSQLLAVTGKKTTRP
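Inhibition was taken as any reduction in AlphaScreen signal from the CBF-beta–RUNX1 pair (His and biotin tags, 30 nM each), measured after compound (15 min) and bead (90 min) incubations at room temperature.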
GAA inh – qHTS Assay for Inhibitors of Human alpha-Glucosidase as a Potential Chaperone Treatment of Pompe Disease; Lysosomal alpha-glucosidase (Homo sapiens), P10253; purified human GAA, 4-MU-alpha-glucoside fluorescence; Potency, µM (titrated, usually from 76.9 µM), without a hit: top-dose activity change, negative = inhibition, actives largely listed as inhibitors; actives 0.005% (n = 200,000); AID 1466, 2008;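 note: potency is the fitted concentration of half-maximal effect; plate controls were uninhibited enzyme wells for no effect and no-enzyme background for full effect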
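Compounds are titrated up to 77 uM against 4 nM human enzyme. Substrate 4-methylumbelliferyl-alpha-D-pyranoside (400 uM) reacts 20 min at room temperature in pH 5.0 buffer; liberated 4-methylumbelliferone is read at 440 nm.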
HttQ103 aggreg – qHTS Multiplex Assay to Identify Dual Action Probes in a Cell Model of Huntington: Aggregate Formation (GFP); PC12 HttQ103-GFP aggregates, Acumen cytometry, 40 h; actives 1.1% (n = 220,000); Potency, µM (doses to about 46.1 µM), for the others: top-dose activity change, negative = inhibition, hits mostly inhibitors; note: potency is the fitted concentration of half-maximal effect; % is set by controls: 0 for no effect and ±100 for the full control effect; nearly all actives have a fitted effect of over 60% in size
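Quantitative HTS on tebufenozide-induced (100 nM) PC12 cells stably expressing polyQ103 Huntingtin exon 1–GFP. Reduction of bright GFP aggregates, detected by laser scanning cytometry after lysis, identified actives across the titration.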
Starred values were filed as active, the others as inactive; ? = inconclusive; / = not tested or not shown; [ ] = remark or other dose. Unless noted, calls come from the whole dose curve; as a rule, active = well fitted curve in the direction sought with a large enough effect; inconclusive = small, poorly fitted or top-dose-only effect, or another doubt; inactive = no such curve, though single readings can be large; an effect the other way counts as inactive or inconclusive.

Structure,Lamin A splicing,HTT ATP protect,aGlu spleen mod,GAA glycogen,CBFb RUNX1 block,GAA inh,HttQ103 aggreg
C#CCCCO/N=C1/C[C@@H](O)[C@@H](O)[C@@H]2[C@@H]3C(=O)N(CC)C(=O)[C@H]3CC[C@H]12,/,0.6%[10 µM],3.6%[17.4 µM],/,-5.2%[13.1 µM],/,/
COc1cccc(-c2nn(-c3ccccc3)cc2CN(C)Cc2ccon2)c1,/,6.8%[10 µM],-0.7%,-1.4%,23.7%,-10.0%,24.7%[9.22 µM]
CC(OC(=O)CNC(=O)C12CC3CC(CC(C3)C1)C2)C(=O)Nc1ncc(Cl)cc1Cl (centres undefined),-3.1%,-32.5%,4.3%,?,-23.5%,-15.1%,-4.1%
CCOc1ccc(/C=C/C(O)=C2/C(=O)N(C)C3(C)CC2c2ccccc2O3)cc1OC (centres undefined),?,-56.4%[inhibitor],-3.3%,3.3%,-0.9%,1.0%,?
COc1cc(NC(=S)NCCc2ccccc2)c(OC)cc1NC(=O)C(C)C,/,9.0%[10 µM],-5.9%,-11.2%,4.3%,/,-8.1%[9.22 µM]
O=C(COc1cccc2cccnc12)N/N=C1\SCC(=O)N1Cc1ccccc1,1.3%,3.6%,-0.7%,6.2%,1.1%,-3.2%,10.3%
O=C(COc1ccc(C(=O)NCCc2ccccc2)cc1)Nc1ccccc1,-3.8%,9.0%[10 µM],-5.1%,5.1%,2.2%,-7.4%,6.0%
Cc1cc(C)nc(SCCn2c(N(C)Cc3ccccc3)nc3c2c(=O)n(C)c(=O)n3C)n1,0.3%,-11.7%,-2.3%,9.8%,0.4%,-1.6%,1.6%
NC(=O)COC(=O)CNC(=O)c1ccc(Cl)cc1,11.1%,0.0%,-8.0%,3.6%,-1.3%,2.8%,18.9%
O=C(COC(=O)c1cc(S(=O)(=O)Nc2ccccc2Cl)ccc1O)Nc1nc2ccccc2s1,?,-16.7%,-0.1%,-0.6%,-5.8%,-5.9%,24.0%
COCCCNC(=O)C1CCN(C(=O)Nc2ccc(Cl)cc2)CC1,-5.9%,3.8%[10 µM],-3.4%,-8.5%,10.2%,?,-12.2%
CC(C)NC(=O)Cn1c(SCC(=O)N2CCc3ccccc3C2)nc2ccccc21,0.6%,13.0%,2.3%,0.6%,-3.5%,1.0%,9.4%
Cn1c(=O)c2c(ncn2CC(=O)OCC(=O)NC(c2ccccc2)c2ccccc2)n(C)c1=O,-3.4%,-2.9%[10 µM],-11.3%,-1.4%,9.3%,2.2%,8.9%
Cc1c(Nc2cc(Cl)c3nonc3c2[N+](=O)[O-])c(=O)n(-c2ccccc2)n1C,/,-204.8%[inhibitor],-4.2%,2.5%,0.4%,-0.2%,?
Cn1c(=O)c(=O)n(C)c2cc(S(=O)(=O)N3CCN(c4cccc(C(F)(F)F)c4)CC3)ccc21,11.1%,-2.6%,-5.3%,-1.1%,5.0%,3.8%,-2.1%
CCOc1ccc(-c2cc(C(=O)Nc3ccc4c(c3)OCCO4)c3ccccc3n2)cc1,7.4%,-57.8%[inhibitor],-10.2%,-1.8%,0.2%,-2.0%,19.4%
Cc1cccc(N(C(=O)c2nsc(Cl)c2Cl)C(C(=O)NC2CCCC2)c2ccc(O)cc2)c1C (centres undefined),?,-0.8%[10 µM],-9.0%,-1.3%,4.5%,2.8%,?
CCCn1c(-c2ccc(F)cc2)nc2c(NCCCN3CCCCC3C)nc(C)nc21 (centres undefined),/,-34.7%[inhibitor],-3.0%,/,9.1%,/,/
COc1ccc(N2CC(=O)N(c3ccc(OC)c(OC)c3)CC2=O)cc1OC,0.7%,-8.4%,1.4%,-10.2%,14.6%,3.4%,16.0%
c1ccc(Nc2nc(N3CCOCC3)c3ccccc3n2)cc1,?,-11.2%,-1.2%,-21.8%,5.3%,-5.0%,12.6µM*
COc1ccc(OC)c(NC(=O)CN2C(=O)NC3(CCOc4ccccc43)C2=O)c1 (centres undefined),1.6%,-3.1%,4.2%,10.2%,-2.0%,-0.1%,16.9%
O=C(NNS(=O)(=O)c1ccc2ccccc2c1)c1cc(-c2ccccn2)nc2ccccc12,?,14.0%[10 µM],-4.3%,6.4%,-18.6%,-2.0%,-8.0%
COc1cccc(-n2c(CCn3nc(C)c([N+](=O)[O-])c3C)n[nH]c2=S)c1,-1.9%,?,-3.7%,-1.0%,0.5%,-1.8%,-5.3%
COc1ccc(NC(=O)CCCn2c(=O)c3sccc3n(Cc3ccc(C)cc3C)c2=O)cc1,?,1.3%[10 µM],-15.8%,-3.3%,-1.1%,2.8%,13.1%
CCCCCOc1ccc(OC(=O)c2ccncc2)cc1,?,-28.7%,-9.5%,-19.6%,0.8%,-10.5%,-28.2%
O=C(C(c1ccccc1)c1ccccc1)N1CCN(Cc2ccco2)CC1,-3.7%,10.8%[10 µM],-3.5%,0.7%,-11.9%,-2.5%,7.6%
Cc1cccc(C)c1NC(=S)NC(=O)c1ccc(Br)o1,-16.6%[46 µM],1.2%,-11.8%,5.3%,-4.5%,11.2%,11.7%[9.22 µM]
CCCCC(=O)Nc1nc(C)c(-c2csc(Nc3ccc(Cl)cc3)n2)s1,17.2%[0.0737 µM],-26.4%,-16.0%,-16.3%,1.1%,/,-5.6%
N#Cc1cc([N+](=O)[O-])ccc1NC(=O)COC(=O)CCC1CCCCC1,/,-18.0%,-6.3%,-11.0%,-29.4%,-8.6%,4.7%
C=CCn1c(Cc2csc(N)n2)nnc1SCC(=O)OCC,2.8%,26.3%,-2.2%,3.9%,-3.9%,-3.2%,-10.6%

Part of the list above in order of count of non-hydrogen atoms, ascending.
Structure,Lamin A splicing,HTT ATP protect,aGlu spleen mod,GAA glycogen,CBFb RUNX1 block,GAA inh,HttQ103 aggreg
NC(=O)COC(=O)CNC(=O)c1ccc(Cl)cc1,11.1%,0.0%,-8.0%,3.6%,-1.3%,2.8%,18.9%
COc1cccc(-c2nn(-c3ccccc3)cc2CN(C)Cc2ccon2)c1,/,6.8%[10 µM],-0.7%,-1.4%,23.7%,-10.0%,24.7%[9.22 µM]
CC(C)NC(=O)Cn1c(SCC(=O)N2CCc3ccccc3C2)nc2ccccc21,0.6%,13.0%,2.3%,0.6%,-3.5%,1.0%,9.4%
Cc1cccc(N(C(=O)c2nsc(Cl)c2Cl)C(C(=O)NC2CCCC2)c2ccc(O)cc2)c1C (centres undefined),?,-0.8%[10 µM],-9.0%,-1.3%,4.5%,2.8%,?

Next part.
Structure,Lamin A splicing,HTT ATP protect,aGlu spleen mod,GAA glycogen,CBFb RUNX1 block,GAA inh,HttQ103 aggreg
COc1ccc(CC(=O)N/N=C(\C)CC(=O)NCc2ccco2)cc1OC,/,2.7%[10 µM],-3.9%,2.4%,3.9%,/,-0.6%[9.22 µM]
CCCC(=O)Nc1nnc(SCC(=O)NCc2ccco2)s1,-3.3%,18.0%[10 µM],-1.2%,14.8%,3.8%,-1.5%,9.0%
CCCn1c(SCC(=O)c2c(C)[nH]c(C)c2C(=O)OCC)nc2ccccc21,?,/,1.3%,1.9%,-3.4%,3.8%,-2.2%
O=C(COC(=O)C1CCN(S(=O)(=O)c2cccc3cccnc23)CC1)c1ccc([N+](=O)[O-])cc1,-1.8%,-4.3%[10 µM],-8.3%,-13.4%,0.1%,-10.1%,-0.5%
CCC(=O)N1CCc2cc(Br)cc(S(=O)(=O)CCC(=O)N(CC)CC)c21,16.3%[46 µM],-13.7%,-2.9%,3.9%,-22.7%,0.0%,-1.2%
COCCn1c(=O)[nH]c(=O)c2c(C(F)(F)F)cc(-c3cccs3)nc21,-4.4%,9.8%[1.9 µM],15.2%,-2.4%,-3.1%,?,-9.5%
CC(C)(C)c1ccc(C(=O)NCC(=O)OCC(=O)Nc2ccc3c(c2)OCCO3)cc1,-4.5%,20.1%[10 µM],-9.3%,-14.4%,-3.4%,-3.6%,2.9%
CC(=O)Nc1ccc(S(=O)(=O)Nn2cnnc2)cc1,/,/,3.5%,27.0%,8.4%,1.6%,14.8%
O=C(CC(NC(=O)c1ccccc1Cl)c1ccccc1)NCCc1ccc(Cl)cc1 (centres undefined),-3.1%,4.8%[1.9 µM],-4.3%,12.4%,2.3%,2.7%,11.7%
CCOC(=O)N1CCN(C(=O)CSc2nc3ccccc3c(=O)n2-c2ccccc2)CC1,3.1%,-34.2%,-15.6%,-0.4%,6.6%,3.2%,12.0%
CC1=C(C(=O)Nc2ccccc2)C(c2coc3ccccc3c2=O)C2=C(CCCC2=O)N1 (centres undefined),-17.8%,-4.3%[10 µM],-1.4%,-0.7%,-4.4%,-0.2%,-12.3%
CCOc1ccc(N2C(=O)C3Sc4[nH]c(=O)sc4C(/C=C/c4ccccc4)C3C2=O)cc1 (centres undefined),-9.6%,-8.7%[10 µM],3.1%,?,-28.0%,2.0%,?
N#CCCN(Cc1cccnc1)C(=S)NC(=O)C1CC1,/,-35.1%[inhibitor],-3.3%,7.7%,-9.1%,-6.0%,6.9%
COc1ccc(/C=C/C(=O)c2cc(Cl)ccc2O)c(OC)c1,/,11.5%[10 µM],2.3%,-7.4%,3.7%,/,-4.9%[9.22 µM]
Cc1ccc(CNC(=O)C2CC(=O)OC23CCCC3)c(C)c1 (centres undefined),-3.7%,-5.5%[0.074 µM],1.6%,5.2%,-9.0%,-8.7%,2.6%
Cc1[nH]nc(-c2ccc(OCc3cnn(-c4ccccc4)c3)cc2O)c1Oc1ccc(F)cc1,8.5%,-1.5%,-6.8%,0.2%,1.6%,-3.6%,5.7%

Screening data deposited in PubChem by National Center for Advancing Translational Sciences (NCATS).
